# Source: PubChem (Broad Institute)
# PGC1a acetyl inh: lowers PGC1a acetylation signal in U2OS cells. AlphaScreen anti-acetyl-lysine; with virally co-expressed GCN5 acetyltransferase. inhibition, % at 15.6 µM. 350,000 compounds, 0.17% hits;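 active means every replicate shows inhibition of at least 40%; inconclusive means mean inhibition at least 40% but some replicate below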;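 further: 0% = neutral control wells and 100% = positive control wells; some results beyond the cut were filed as inactive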
# E-selectin induc: induces E-selectin expression in human endothelial cells; activation, % at 7.58 µM; AID 686992; P16581; 260,000 compounds, 0.37% hits; HUVEC E-selectin immunofluorescence imaging; normalized: neutral wells 0, TNF-alpha wells 100;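 active means mean E-selectin-positive cell signal at least 10% of the positive control, reached in at least 60% of replicates, without over 20% cell loss; inconclusive means no rule given, readout overlaps actives, possibly toxicity-flagged; inactive means the rest, including those meeting only one limit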;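 further: in these data hits start at about 27%; measured in HUVEC primary endothelial cells; signal is the percent of cells scored E-selectin positive by PE staining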
#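 Assay system: HUVEC, human umbilical vein endothelial cells / Amount: 3,000 HUVEC/well / Controls: TNF-alpha positive control, DMSO neutral control / Compound dosing: single concentration / Medium: EGM-2 over gelatin coat / Evaluation: percent E-selectin-positive cells / Signal: immunofluorescence imaging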
# RAD54 branch: blocks human RAD54 Holliday junction branch migration; Q92698; FAM/BHQ fluorescence; inhibition, % at 10.4 µM; 360,000 compounds, 0.14% hits; AID 602329;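 active means mean normalized replicate activity at least 40 and at least half of replicates scoring 40 or more; inconclusive means only one of the two criteria met; inactive means mean below 40 and under half of replicates reaching 40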;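 further: 0% = median of neutral control wells and 100% = median of positive control wells; inhibitors cause a drop in the FAM fluorescence signal; in these data hits start at about 50%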
# Target sequence (Q92698 whole entry, looked up): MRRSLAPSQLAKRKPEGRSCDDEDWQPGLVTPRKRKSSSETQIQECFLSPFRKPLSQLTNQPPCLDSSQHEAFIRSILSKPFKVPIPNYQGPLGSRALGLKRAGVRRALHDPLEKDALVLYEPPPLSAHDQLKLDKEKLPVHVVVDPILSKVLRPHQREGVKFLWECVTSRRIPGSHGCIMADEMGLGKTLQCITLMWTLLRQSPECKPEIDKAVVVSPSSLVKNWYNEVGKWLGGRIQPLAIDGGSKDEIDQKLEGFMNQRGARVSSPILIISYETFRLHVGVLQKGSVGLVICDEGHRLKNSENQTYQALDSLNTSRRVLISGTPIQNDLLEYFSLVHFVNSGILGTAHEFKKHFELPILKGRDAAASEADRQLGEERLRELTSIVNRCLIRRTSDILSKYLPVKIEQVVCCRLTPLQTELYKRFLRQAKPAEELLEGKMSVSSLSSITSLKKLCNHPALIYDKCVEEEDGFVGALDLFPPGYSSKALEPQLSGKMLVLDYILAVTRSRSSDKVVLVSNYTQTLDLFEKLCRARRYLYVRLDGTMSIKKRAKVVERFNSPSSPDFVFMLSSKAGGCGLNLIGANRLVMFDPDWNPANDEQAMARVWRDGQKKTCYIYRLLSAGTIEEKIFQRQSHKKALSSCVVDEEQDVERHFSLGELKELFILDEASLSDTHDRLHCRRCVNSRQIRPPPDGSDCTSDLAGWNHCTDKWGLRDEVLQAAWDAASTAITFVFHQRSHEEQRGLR
# miR122 inh: blocks miR-122 activity in Huh7 sensor cells; Huh7 miR-122 Renilla luciferase sensor, 48 h; neutral wells = 0, positive control = 100; activation (reporter increase), % at 12.5 µM; 340,000 compounds, 0.3% hits;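 active means mean replicate activation score at least 90 and every replicate individually at or above 90; inconclusive means only one of the two criteria met; inactive means neither criterion met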;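 further: higher luciferase means less miR-122 activity so hits act as miR-122 inhibitors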
# Cneo AK release: Cryptococcus neoformans lysis via adenylate kinase release; C. neoformans lysis, adenylate kinase release luminescence, 4 h; normalised: neutral wells 0, clomiphene wells 100; lysis activity, % at 15 µM; 360,000 compounds, 0.2% hits; AID 651654;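 active means mean lysis activity across replicates of at least 80%, whatever share of replicates individually reach that level; inactive means mean lysis activity below 80%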
#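 Assay system: Cryptococcus neoformans yeast cells / Dosing: single-point compound dose / Timing: 4 h at 37 °C static, read 1 h later / Measured by: luminescence of released adenylate kinase using an AK detection reagent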
# RAD52 inh: inhibitors of human RAD52 DNA annealing; recombinant RAD52 DNA annealing, FRET fluorescence; inhibition, % at 18.7 µM; 360,000 compounds, 0.46% hits; AID 651710;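 active means every replicate showing at least 50% inhibition; inconclusive means mean inhibition at least 50% but not in every replicate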
# ERAP1 HTS inh: blocks human ERAP1 aminopeptidase activity; Q9NZ08; recombinant ERAP1, Leu-AMC fluorescence, 60 min; inhibition, % at 10.7 µM; 340,000 compounds, 0.15% hits;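 active means mean replicate inhibition of at least 30%, or all replicates individually reaching that 30% level; inactive means mean below 30% and not every replicate reaching it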;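 further: 0% = neutral control wells and 100% = L-leucinethiol positive control wells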
# PglD inh: PglD (C. jejuni) enzyme inhibition. purified PglD enzyme, DTNB colorimetric CoA detection. inhibition, % at 12.5 µM. 360,000 compounds, 0.098% hits; in the data active means inhibition above about 16%, passing the limit was not always enough; inconclusive means no clear call, values can overlap the other calls; further: strong numbers were not always called active
# * hit, by the source's call; ? = inconclusive; · = not tested or not shown; & = joins results of further samples; [ ] = another dose, or the depositor's remark.
# Sample of the layout (5 entries):
SMILES,PGC1a acetyl inh,E-selectin induc,RAD54 branch,miR122 inh,Cneo AK release,RAD52 inh,ERAP1 HTS inh,PglD inh
CC(C)(C)c1nc2ccccc2c2nnc(SCC(=O)Nc3nccs3)n12,4,·,10,·,-1,·,·,1
CCOC(=O)NC(=O)c1cn(CCNCCO)c(=O)[nH]c1=O,·,·,-5,-3,0,-14,-7,1
CCc1ccccc1NC(=S)NCCSc1ccc(Cl)cc1,-5,0.2,-11,-5,35,-17,3,-4
CO[C@H]1CN(C)C(=O)c2cc(NC(=O)c3ccc(F)cc3)ccc2OC[C@@H](C)N(C(=O)CN(C)C)C[C@H]1C,12,-0.1,5,·,-12,7,1,2
NC(=O)CC(NC(=O)Cc1cccc2ccccc12)c1ccc(N2CCN(c3ccccc3)CC2)c([N+](=O)[O-])c1 (stereo not drawn),·,1.1,-2,-8,4,·,·,-1

# The listing, previewed entries included:
SMILES,PGC1a acetyl inh,E-selectin induc,RAD54 branch,miR122 inh,Cneo AK release,RAD52 inh,ERAP1 HTS inh,PglD inh
CC(C)(C)c1nc2ccccc2c2nnc(SCC(=O)Nc3nccs3)n12,4,·,10,·,-1,·,·,1
CCOC(=O)NC(=O)c1cn(CCNCCO)c(=O)[nH]c1=O,·,·,-5,-3,0,-14,-7,1
CCc1ccccc1NC(=S)NCCSc1ccc(Cl)cc1,-5,0.2,-11,-5,35,-17,3,-4
CO[C@H]1CN(C)C(=O)c2cc(NC(=O)c3ccc(F)cc3)ccc2OC[C@@H](C)N(C(=O)CN(C)C)C[C@H]1C,12,-0.1,5,·,-12,7,1,2
NC(=O)CC(NC(=O)Cc1cccc2ccccc12)c1ccc(N2CCN(c3ccccc3)CC2)c([N+](=O)[O-])c1 (stereo not drawn),·,1.1,-2,-8,4,·,·,-1
C=C(C)COc1ccc(-c2[nH]ncc2-c2ccccc2)c(O)c1,-8,·,-3,3,0,·,·,1
CCCC(=O)OCC(=O)NC1CCCc2ccccc21 (stereo not drawn),7,0.0,·,·,·,-13,-6,·
CCO[C@@H]1OC(C(=O)NC2CC2)=C[C@H](c2c[nH]c3ccccc23)[C@H]1CCCO,·,0.0,9,5,1,·,·,2
Nc1ccc(CCNc2ncnc3c2ncn3[C@@H]2O[C@H](CO)[C@@H](O)[C@H]2O)cc1,0,2.2,6,-3,-1,-22,1,-4
CCCOc1ccc(C(O)C(CN2CCOCC2)c2ccccc2)cc1 (stereo not drawn),·,·,-3,·,2,-14,1,4
O=C(N/C(=C\c1cccc([N+](=O)[O-])c1)C(=O)N1CCOCC1)c1cccc(Br)c1,-9,·,7,1,0,-5,1,-1
Cc1ccc(C)c(OCC(=O)Nc2ccc(S(=O)(=O)Nc3ccccn3)cc2)c1C,·,·,5,19,-1,·,·,-1
O=C([C@@H]1N[C@@H]2c3ccc(-c4ccc(F)cc4)c(=O)n3C[C@@H]2[C@H]1CO)N1CCc2ccccc2C1,1,-0.2,2,-2[16.7 µM],-1,-73,7,3
CC(=O)Nc1ccc(NC(=O)CSc2ncnc3c2cnn3Cc2ccccc2)cc1,7,0.2,-2,-4,1,-5,-1,-7
N#Cc1ccc(NC(=O)CNc2cc(S(=O)(=O)N3CCOCC3)ccc2NCC2CCCO2)cc1 (stereo not drawn),15,2.6,2,-4,6,-32,5,0
COc1cccc(C(=O)Nc2ccc3c(c2)OC[C@@H](C)N(C)C[C@H](C)[C@@H](OC)CN(C)C3=O)c1,-3,-0.7,0,·,-9,-4,0,-2
O=C(CSc1nnc(CNC(=O)c2ccco2)o1)Nc1cccc(F)c1,3,·,11,2,0,-7,-6,-1
Cc1noc(C)c1-c1ccc(C(=O)NCc2ccccc2)c2occc12,-41,-0.4,-2,6,0,-10,4,-1
Clc1cccc(CSc2ncn(-c3ccccc3)n2)c1,-15,·,0,-8,1,-4,1,-3
O=C(NCC1CC1)Nc1ccccc1F,83*,0.5,-6,0,-2,-3,1,-1
CN(C)c1ccc(/C=N/N(Cc2ccccc2)c2ccccc2)cc1,·,·,-4,2,-1,·,·,-3
CC1(C)CCC(=NNC(N)=S)CC1,5,0.0,1,·,0,1,1,-2
C[C@H](CO)N1C[C@H](C)[C@H](CN(C)S(=O)(=O)c2cn(C)cn2)Oc2cc(C#Cc3cccc(F)c3)ccc2S1(=O)=O,7,0.0,-2,-3[16.7 µM],-6,6,-2,3
CCOc1ccc(C=NNC(=O)c2ccc(-n3cnnn3)cc2)cc1,-4,2.4,-1,-6,0,-7,0,4
O=C(O)COc1ccc(/C=N/NC(=O)c2cn(-c3ccccc3)nc2-c2ccccc2)cc1,·,·,0,·,-7,-19,0,4

# Other compounds.
SMILES,PGC1a acetyl inh,E-selectin induc,RAD54 branch,miR122 inh,Cneo AK release,RAD52 inh,ERAP1 HTS inh,PglD inh
C[C@@H]1CN([C@H](C)CO)C(=O)c2cccc(NC(=O)Nc3ccc(F)cc3)c2O[C@H]1CN(C)C(=O)Nc1ccc(F)cc1,1,1.0,8,-2[16.7 µM],-3,21,-4,15
O=C(c1ccncc1)N1C[C@H]2[C@@H](c3ccccc31)[C@H](CO)N2C(=O)c1ccccc1F,2,0.0,-5,20[16.7 µM],46,2,3,2
CC1(C)CC(=O)C2=C(C1)OC(N)=C(C#N)C2c1cccc(OC(=O)c2ccco2)c1 (stereo not drawn),8,·,11,2,2,-26,1,-1
COc1ccc(C(=O)N(C)Cc2ccccn2)cc1OC1CCN(C(C)C)CC1,9,-0.4,6,-9,2,-16,-3,1
CCOC(=O)/C(=C\c1ccc([N+](=O)[O-])o1)NC(=O)c1ccccc1,-46,·,-5,8,1,·,·,-3
COCC(=O)Nc1ccc2c(c1)C(=O)N(C)[C@@H]1CC[C@@H](CC(=O)NCCc3ccccc3)O[C@H]1CO2,9,0.0,0,8[16.7 µM],0,3,4,-3
CCC(C)NC(=O)C1CCN(S(=O)(=O)N2CCOCC2)CC1 (stereo not drawn),·,0.1,-8,5,-2,-1,-1,1
Cc1ccc(NC(=O)NC(=O)CN2CCC(C(N)=O)CC2)c(C)c1,-1,6.2,-10,6,-1,-9,-2,-1
CC[C@@]1(C(=O)OC)N[C@H](CN(C)C(=O)Nc2ccc(C)cc2)[C@@H]2C(=O)N(C)C(=O)[C@@H]21,·,-0.1,-7,·,0,0,5,7
O=C(C[C@H]1CC[C@@H](NC(=O)c2ccc3c(c2)OCO3)[C@@H](CO)O1)NC1Cc2ccccc2C1,0,-0.1,-6,-21[16.7 µM],1,1,2,0
CCCC1S/C(=N/N=C/c2ccc(C)cc2)N(Cc2ccc(OC)cc2)C1=O (stereo not drawn),?,·,7,-8,-1,·,·,-3
CCCS(=O)(=O)NC(=O)C1(C)CCN(C(=O)c2cc(C)on2)C1 (stereo not drawn),5,-0.2,3,-4,6,7,1,2
CCCNC(=O)Nc1ccc2c(c1)C(=O)N(C)C[C@H](OC)[C@@H](C)CN(C(=O)C1CCCCC1)[C@H](C)CO2,-2,-0.2,1,·,-4,6,0,0
COc1ccc(S(=O)(=O)N(C)C[C@@H]2Oc3c(NC(=O)Nc4cccc5ccccc45)cccc3C(=O)N([C@H](C)CO)C[C@H]2C)cc1,-9,28,3,-8[16.7 µM],3,7,2,2
C[C@H](CO)N1C[C@H](C)[C@H](CN(C)C(=O)Nc2cccc3ccccc23)Oc2c(NC(=O)Nc3ccc(F)cc3)cccc2C1=O,7,-0.1,2,19[16.7 µM],-2,-1,-2,-1
O=C(Cn1ccc(NC(=O)OCc2ccccc2)nc1=O)NCc1ccc2[nH]ccc2c1,·,0.1,-3,0,1,-29,2,4
C/C(CCc1ccc2c(c1)OCO2)=N\N=C1\NC(=O)CC(C(=O)Nc2ccc(C(=O)O)cc2)S1 (stereo not drawn),2,6.8,5,-3,2,-17,1,-5
Cc1cccc(-c2noc(CNC(=O)COc3ccccc3C)n2)c1,-11,-0.2,2,3,1,-22,-2,2
Cc1cc2c(cc1S(=O)(=O)NCC(C)c1ccccc1)n(C)c(=O)c(=O)n2C (stereo not drawn),-4,0.0,0,9,5,-5,·,3
CO[C@H]1CN(C)C(=O)c2ccc(NC(=O)C3CC3)cc2OC[C@H](C)N(CC2CC2)C[C@H]1C,3,0.1,12,·,53,9,-1,-3
CCOC(=O)CCCCCC(=O)Nc1ccc2c(c1)C(=O)N([C@H](C)CO)C[C@H](C)[C@H](CN(C)C(=O)C1CCCCC1)OCCCC[C@@H](C)O2,6&10,0.1,-9,-7,-5,-6,1&-1,2
Clc1ccc2nc(C3CCCCC3)c(Cc3ccsc3)n2c1,-9,-1.5,4,6,9,-45,2,10
CSc1nsc(SCC(=O)Nc2ccc(C(=O)O)cc2)n1,10,-0.1,-1,-3,1,-7,-14,0
C/C(Nc1ccc(Cl)c(Cl)c1)=C1/CCOC1=O,-1,0.4,4,-3,2,2,0,9
O=C(C[C@@H]1C=C[C@H](NC(=O)Nc2ccc(F)cc2)[C@@H](CO)O1)NCc1ccccn1,-3,-0.3,3,·,1,-6,-2,0

# Continued:
SMILES,PGC1a acetyl inh,E-selectin induc,RAD54 branch,miR122 inh,Cneo AK release,RAD52 inh,ERAP1 HTS inh,PglD inh
COc1ccc(S(=O)(=O)N2CCOCC2)cc1NC(=O)Cn1nnc2ccccc2c1=O,1,-0.2,1,-9,6,-3,-2,-3
CS(=O)(=O)c1ccc(C(=O)OCc2nnc(-c3ccc(Cl)cc3)o2)cc1[N+](=O)[O-],-9,·,3,-7,-7,·,·,-5
O=C(CSc1nnc2ccccn12)NC(=O)NC1CCCC1,-11,·,-6,1,-1,-14,-1,13
CC(=O)NCCNc1nc2cc(-c3cnn(CCC(C)C)c3)sc2c(=O)n1C,-38,0.1,7,4,-1,-7,-1,13
CCC(C)NC(=O)CSC1=Nc2ccccc2C2=NC(c3ccccc3)C(=O)N12 (stereo not drawn),-10,·,10,-3,0,·,·,-6
O=C(Nc1ccc2c(c1)C(=O)N(CC1CCCO1)C2=O)c1ccc(Cl)c(Cl)c1 (stereo not drawn),·,·,1,-7,-2,·,·,-1
Cc1cccc(S(=O)(=O)N2C[C@@H]3[C@H](c4ccccc42)[C@@H](CO)N3CC2CCOCC2)c1,6,0.0,-4,21[16.7 µM],3,8,2,0
CO[C@@H](CN(C)CC1CCOCC1)[C@@H](C)CN(C(=O)Nc1ccc(F)cc1)[C@@H](C)CO,3,0.0,-1,·,3,-5,-2,-4
Cc1cc(C)n2nc(SCc3nnc(SCc4ccccc4)s3)nc2n1,-30,·,-28,-3,4,·,·,3
C[C@H]1CN([C@@H](C)CO)C(=O)c2cccc(NS(=O)(=O)c3ccccc3)c2O[C@H]1CN(C)C(=O)Nc1cccc2ccccc12,5,0.4,3,-11[16.7 µM],39,-7,1,-1
CCOC(=O)COn1c(=O)c(-c2ccc(Br)cc2)[n+]([O-])c2ccccc21,7,0.7,-3,4,-2,4,0,5
N#Cc1nc(-c2ccccc2F)oc1N1CCCCC1,4,·,2,-6,8,-14,-3,2
OCCC1CN(Cc2cnc(-c3ccccc3)s2)CCN1Cc1ccccc1 (stereo not drawn),2,·,-3,-7,2,-15,8,-3
CC=Cc1ccc2n(c1=O)C[C@@H]1[C@@H](CO)[C@H](C(=O)NCC3CC3)N(C(=O)C3CCOCC3)[C@H]21 (mixture of isomers),·,-0.2,-9,0[16.7 µM],-1,-55,0,1
CN1C(=O)c2cc(NC(=O)C3CCCC3)ccc2OC[C@@H]2O[C@@H](CC(=O)NCCc3ccncc3)CC[C@H]21,-5,-0.1,·,·,·,-1,3,·

# This is a random part of the collection (roughly 1.4% active in at least one column).
